SR-BI DiI inh: inhibitors of SR-BI mediated HDL lipid uptake, primary screen, ldlA[mSR-BI] cells, fluorescence, single point; Scavenger receptor class B member 1 (Mus musculus), Q61009; ldlA[mSR-BI] CHO cells, DiI-HDL uptake fluorescence, 3 h; inhibition, % at 12.5 µM; 320,000 tested, 0.96% active; AID 488896, 2010;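 active = mean replicate inhibition of at least 70% and a set share of replicates each scoring 70 or more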;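 also: 0% = median of neutral control wells and 100% = median of positive control wells; values of inactives mirror those of a sister screen read the other way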
MITF TRPM1 HTS: activators of MITF-driven TRPM1 promoter reporter, primary screen, cell-based, SK-MEL-5, luciferase, single point; SK-MEL-5 TRPM1-promoter luciferase, 24 h; % of positive control, neutral wells = 0; activation, % at 12.5 µM; 300,000 tested, 0.75% active; AID 588334, 2011;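 active = mean activation of at least 80% with every replicate also reaching 80%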;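 also: 0% = neutral control wells and 100% = parthenolide positive control wells; values of inactives mirror those of a sister screen read the other way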
HTR5A inv ag: HTR5A inverse agonists in luminescence cell assay, primary screen, counter-screen for OPRM1-OPRD1 heterodimer inverse agonist project, full-deck HTS; 5-hydroxytryptamine receptor 5A (Homo sapiens), P47898; HTR5A cell line, inverse agonism; inhibition, % at 9.3 µM; 340,000 tested, 0.083% active; AID 504634, 2011; in the data active = inhibition mostly above about 23%, no sharp cut-off; inactive = mostly below about 18%;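 also: 0% = cells with DMSO and 100% = no-cell wells with DMSO; some compounds called inactive have numbers as strong as hits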
Target sequence (P47898 whole entry, looked up): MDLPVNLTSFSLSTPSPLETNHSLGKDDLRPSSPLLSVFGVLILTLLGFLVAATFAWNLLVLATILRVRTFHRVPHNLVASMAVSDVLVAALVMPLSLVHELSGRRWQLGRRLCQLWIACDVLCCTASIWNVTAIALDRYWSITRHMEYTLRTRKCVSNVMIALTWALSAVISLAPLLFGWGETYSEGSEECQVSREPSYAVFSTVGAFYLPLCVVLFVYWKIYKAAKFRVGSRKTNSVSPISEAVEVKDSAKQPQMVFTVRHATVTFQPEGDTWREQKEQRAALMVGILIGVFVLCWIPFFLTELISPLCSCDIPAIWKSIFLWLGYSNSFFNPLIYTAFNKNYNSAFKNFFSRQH
PvdQ inh: P. aeruginosa PvdQ acylase inhibitors, primary screen, biochemical, fluorescence, plate reader and imaging, single point. PvdQ acylase [Pseudomonas aeruginosa LESB58]. purified PvdQ acylase. AID 488965, 2010. 340,000 tested, 0.063% active. inhibition, % at 10 µM; in the data active = inhibition above about 30%, passing the limit was not always enough;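 also: 0% = vehicle neutral wells and 100% = reference inhibitor wells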
NSD2 inh: NSD2 histone methyltransferase inhibitors, primary screen, biochemical, AlphaScreen, single concentration, set 2; Histone-lysine N-methyltransferase NSD2 (Homo sapiens), O96028; NSD2 peptide methylation, 120 min; inhibition, % at 12.5 µM; 310,000 tested, 0.54% active; AID 743445, 2014; in the data active = inhibition above about 50%
dFosB act: activators of delta FosB homodimer, primary screen, biochemical, fluorescence polarization, TAMRA-CDK5 oligo, single point; Protein FosB (Mus musculus), P13346; purified delta FosB; percent of positive-control signal above neutral wells; activation, % at 25 µM; 340,000 tested, 0.99% active;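 active = mean activation above about 17%, with every replicate also reaching it, limit read from the data, passing the limit was not always enough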;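 also: fluorescence polarization rise as delta FosB binds a TAMRA Cdk5 AP-1 oligo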
Target sequence (P13346 whole entry, looked up): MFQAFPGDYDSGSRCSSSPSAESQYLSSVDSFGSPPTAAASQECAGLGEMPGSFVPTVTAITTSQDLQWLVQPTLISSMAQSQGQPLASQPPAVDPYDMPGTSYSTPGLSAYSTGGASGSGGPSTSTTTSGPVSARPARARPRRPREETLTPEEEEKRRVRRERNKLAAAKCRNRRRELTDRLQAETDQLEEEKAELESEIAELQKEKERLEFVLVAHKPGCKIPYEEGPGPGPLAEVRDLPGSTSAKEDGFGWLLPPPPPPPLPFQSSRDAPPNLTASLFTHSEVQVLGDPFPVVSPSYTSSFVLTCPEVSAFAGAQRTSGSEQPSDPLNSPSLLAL
CDK5 inh: inhibitors of human CDK5/p35 kinase, primary screen, biochemical, single concentration; inhibition, % at 10 µM; Cyclin-dependent kinase 5 (Homo sapiens) + Cyclin-dependent kinase 5 activator 1 (Homo …; Recombinant CDK5/p35, ADP-Glo luminescence, 60 min; AID 488839, 2010; 330,000 tested, 0.01% active;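 active = highest replicate inhibition of at least 50% and at least 75% of replicates reaching 50%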;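 also: plate controls were DMSO neutral control for no effect and GW8510 at 10 µM for full effect; many of its hits are not listed in these tables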
Wnt bcat act: Wnt/beta-catenin pathway activators, primary screen, cell-based, plate reader, single point; Wnt/beta-catenin reporter cell assay, activator; AID 743398, 2014; activation, % at 9.35 µM; 300,000 tested, 1.2% active; in the data active = activation above about 30%, passing the limit was not always enough;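 also: 0% = neutral control wells and 100% = positive control wells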
HTR5A ag ctr: HTR5A agonists in luminescence cell assay, primary screen, counter-screen for OPRM1-OPRD1 heterodimer agonist project, full-deck HTS; 5-hydroxytryptamine receptor 5A (Homo sapiens), P47898; cell-based; 340,000 tested, 0.61% active; activation, % at 9.3 µM; in the data active = activation mostly above about 9.5%, no sharp cut-off; inactive = mostly below about 7.6%;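 also: 0% = cells with vehicle only and 100% = reference agonist; strong numbers were not always called active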
V-ATPase pH: regulators of yeast V-ATPase proton pumping, primary screen, pHLuorin cytosolic pH fluorescence; S. cerevisiae; response, % at 10 µM; 350,000 tested, 0.37% active; in the data active = response mostly above about 7.3%, no sharp cut-off; inactive = mostly below about 5.4%; also: actives read high; inactives centre near 0; some compounds called inactive have numbers as strong as hits; reference of the scale not given here
* = called active by the depositor; . = no result given.

SMILES	SR-BI DiI inh	MITF TRPM1 HTS	HTR5A inv ag	PvdQ inh	NSD2 inh	dFosB act	CDK5 inh	Wnt bcat act	HTR5A ag ctr	V-ATPase pH
O=C(CCN1CCc2ccccc2C1)Nc1ccc(F)cc1	-7	.	-9	-1	.	0	0.6	10	0	-2
Cc1nc(N2CCOCC2)c(C#N)c2c1COC(C)(C)C2	1	-8	6	-17	-3	7	-1.0	.	-1	-1
O=C(NC(=S)Nc1ccccc1CO)C1CCCCC1	59	17	7	-5	-5	0	1.8	-4	-2	-1
O=C(CCNC(=O)c1ccc(Br)cc1)NCc1ccco1	-27	-8	1	-11	0	-3	1.0	1	1	2
C/C(=N\NC(=O)c1ccc(N(C)C)cc1)c1cccnc1	-12	36	19	3	-3	0	0.6	4	4	-3
COC(=O)c1ccc(-c2ncc[nH]2)cc1	4	17	15	7	0	-6	1.6	-1	7	0
CC(NC(=O)CSc1nc2c(cc1C#N)CN(C)CC2)c1ccccc1 (centres undefined)	-12	15	31	-14	10	-7	1.4	0	2	1
COc1c(O)cccc1-c1nnn(CCC(=O)OCC(=O)c2ccccc2)n1	-13	-7	-20	-21	-3	0	-2.3	-4	-5	3
CN(C)S(=O)(=O)c1cccc(-c2nn(-c3ccccc3)cc2/C=C2\SC(=S)NC2=O)c1	2	1	1	4	8	-24	-0.7	-5	-4	4
CCN(CC)Cc1cc(CC(C(N)=O)C(N)=O)ccc1OC	4	-9	-9	-8	1	-11	-0.5	-4	11	2
CC(=O)c1ccc(N(CC(=O)NC2CCCC2)C(=O)CCC(=O)Nc2cc(C)on2)cc1	10	-2	-24	-2	-1	-7	-1.4	-3	-2	0
CCCn1nnnc1NCc1c(F)cccc1Cl	2	5	-12	-3	.	-6	-1.0	-5	-3	3
COc1cccc(C(=O)NCCS(=O)(=O)N2CC(C)CC(C)C2)c1 (centres undefined)	-14	-7	6	-5	-1	-5	2.7	-1	-2	5
CCOC(=O)C(=CNc1nc(-c2ccccc2)c(C(=O)Nc2ccc(-c3ccccc3)cc2)s1)C(=O)OCC	4	-19	-6	-2	0	-6	0.7	-7	2	-2
CCCn1c(N)c(C(=O)COc2ccc(Br)cc2F)c(=O)n(C)c1=O	61	-4	0	-5	2	-7	0.1	-2	-2	1
CC(=O)N1CCCc2cc(S(=O)(=O)CCC(=O)N3CCN(c4cccc(C)c4)C(C)C3)ccc21 (centres undefined)	21	-6	-2	-1	.	-8	0.0	-1	1	0
COc1ccc(-c2cn(Cc3ccc4c(c3)C(=O)c3ccccc3C4=O)nn2)cc1	-5	11	-15	2	.	-3	-0.6	-3	4	-5
CC(=O)c1ccc(NC(=O)CCNS(=O)(=O)c2cc(Br)cnc2N)cc1	-6	2	12	-16	-2	-1	-8.2	-2	-3	-3
O=C(NNC1CCN(Cc2ccccc2)CC1)c1ccccc1	-3	3	-8	-12	-1	1	-3.4	-3	2	2
COc1ccc(NC(=O)c2ccco2)cc1NC(=O)c1ccc(C#N)cc1F	56	7	-1	8	3	3	-1.0	-2	1	-2
Cc1ccc(S(=O)(=O)CCC(=O)N2CCc3ccccc32)cc1	-4	-2	-8	-12	1	-8	-0.5	.	0	0
COc1cc2c(cc1OC)C(C1C(=O)CC(C)(C)CC1=O)N(C(=O)CCl)CC2 (centres undefined)	-3	-2	-8	-14	-3	-4	-0.9	-2	6	0
CCOC(=O)CC1C(=O)NCCN1S(=O)(=O)c1cc(Cl)c(Cl)cc1Cl (centres undefined)	-11	.	-31	-9	-1	-2	-0.2	2	-1	-2
c1ccc(-c2ccc3c(c2)NC(C2Nc4cc(-c5ccccc5)ccc4O2)O3)cc1 (centres undefined)	8	-1	5	-2	0	4	-0.5	2	-1	4
COc1ccc(-c2cn3cccnc3n2)cc1NC(=O)C1CCCC1	-13	0	-4	-6	-1	0	1.2	7	8	10

Gathered by group: those above containing a furan ring, fused or not.
SMILES	SR-BI DiI inh	MITF TRPM1 HTS	HTR5A inv ag	PvdQ inh	NSD2 inh	dFosB act	CDK5 inh	Wnt bcat act	HTR5A ag ctr	V-ATPase pH
O=C(CCNC(=O)c1ccc(Br)cc1)NCc1ccco1	-27	-8	1	-11	0	-3	1.0	1	1	2
COc1ccc(NC(=O)c2ccco2)cc1NC(=O)c1ccc(C#N)cc1F	56	7	-1	8	3	3	-1.0	-2	1	-2

Next section
SMILES	SR-BI DiI inh	MITF TRPM1 HTS	HTR5A inv ag	PvdQ inh	NSD2 inh	dFosB act	CDK5 inh	Wnt bcat act	HTR5A ag ctr	V-ATPase pH
CCOC(=O)NNC(=O)CCn1c2c(c3ccccc31)CCCC2	-6	10	9	-3	1	7	-1.0	-9	4	3
COc1ccc(/C=N/NC(=O)CC(=O)NCc2cccnc2)cc1	-33	0	7	-3	1	-9	-0.6	.	-6	-1
COc1ccc2[nH]c(=O)c(CN(C(=O)c3ccncc3)C(C)C)cc2c1	-30	4	-28	-12	-1	3	-2.0	.	11	2
Cc1ccc(S(=O)(=O)NCC(=O)N(CC2CCCO2)C(C(=O)NCC2CCCO2)C(C)C)cc1 (centres undefined)	-15	-9	3	-17	-4	-11	-0.5	-1	-1	1
CCCCn1c(N)c(N(CC(C)C)C(=O)c2cc(C)oc2C)c(=O)[nH]c1=O	-23	-3	8	1	1	-7	-7.9	0	-3	6
Cc1ccc(S(=O)(=O)N2CCOCC2)cc1C(=O)OCCOc1cccc(Cl)c1	26	-5	-16	-16	0	-8	-3.2	-6	-3	0
O=C(Nc1cccc(N=Cc2cc(Br)cc(Br)c2O)c1)c1ccco1	-23	-6	-18	-9	-1	-6	1.3	-7	9	-4
Cc1nc(N2CCOCC2)nc(OCCN(C)C)c1[N+](=O)[O-]	-13	-1	3	-10	8	-2	-0.4	-1	-1	-6
COc1ccccc1NC(=O)CCc1nc(-c2cccs2)no1	-5	-2	0	-17	-1	3	-2.9	.	5	-6
Cc1cccc(C)c1NC(=S)N(CCN(C)C)C(C)c1cccnc1 (centres undefined)	-4	4	-33	2	-4	-3	1.0	-1	-4	6
CC1(C)OC(=O)C(=CNc2ccccn2)C(=O)O1	-7	.	.	-8	-2	4	1.1	0	.	1
COc1cc(OC)cc(C(=O)NCC(=O)OCc2ccc(Cl)c(Cl)c2)c1	8	-12	-4	-13	-2	-11	-1.6	0	2	2
CCCCn1cnc2c(SCc3ccccc3F)nc(N)nc21	-2	33	-8	-7	0	-12	-1.1	18	2	3
COc1ccc(C(CNC(=O)c2cc(C)oc2C)N2CCOCC2)cc1 (centres undefined)	-13	11	1	10	-3	-2	0.3	-2	-1	1
COc1ccccc1Nc1nnc(SCC(=O)N2CCCC2=O)s1	1	5	-15	-3	-1	1	0.4	-4	-3	-5
CN(C)c1nc(F)c(F)c(S(=O)(=O)c2ccccc2)c1F	-23	5	-12	-9	-6	-1	-0.4	20	3	1
CN(CC(=O)Nc1ccccc1Br)C(=O)c1cccnc1Nc1cccc(C(F)(F)F)c1	25	9	12	-13	5	-17	0.8	-1	2	0
COc1ccc(-c2c(C#N)c(N)n(N)c(=O)c2C#N)cc1Cl	-11	-4	1	4	-4	0	-0.8	-3	0	-1
CC(C)Oc1ccc(C(=O)NN2C(=O)NC3(CCCCC3)C2=O)cc1	0	9	8	4	-1	-3	1.1	4	-2	-2
CC1CCN(CCCCOc2ccc(C(C)(C)C)cc2)CC1	-20	2	-13	-11	7	-6	1.4	3	4	0
CCOC(=O)c1ccccc1NC(=O)COC(=O)c1cc([N+](=O)[O-])ccc1N1CCOCC1	69	3	16	6	1	-9	1.1	-1	-6	-2
COc1cc(C2SCCS2)cc(Br)c1Oc1ncccc1[N+](=O)[O-]	24	.	.	-14	-4	-11	0.9	2	.	-1
CCc1c(C)sc(NC(=S)N2CCN(CC)CC2)c1C(=O)OC	10	-1	-13	6	3	-3	-1.4	-2	0	-2
CC1(C)Cc2c(cnn2-c2ccc(F)cc2)C(NC(=O)CN2CCCC2=O)C1 (centres undefined)	-2	16	5	-3	-4	-3	0.8	0	-2	0
C(=C\c1ccccc1)/CSc1nnc(-c2cccnc2)o1	-23	2	-21	-9	.	-15	-2.4	0	8	-4

Other records:
SMILES	SR-BI DiI inh	MITF TRPM1 HTS	HTR5A inv ag	PvdQ inh	NSD2 inh	dFosB act	CDK5 inh	Wnt bcat act	HTR5A ag ctr	V-ATPase pH
O=C(O)CCCC(=O)Nc1ccccc1-n1ccnc1	-29	-2	-1	6	0	8	-0.5	.	-5	.
O=[N+]([O-])c1ccc(/C=[N+](\[O-])CCO)o1	-3	0	4	-13	4	-4	-0.2	0	-1	-1
Cc1cccc(N2C(=S)NC3c4cc(Cl)ccc4OC2(C)C3C(=O)N(C)C)c1 (centres undefined)	-2	-2	15	3	3	-13	-0.7	-3	-2	1
COc1ccc(C(CC(=O)N2CCCC(C)C2)c2c(OC)cc(OC)c3ccc(=O)oc23)cc1 (centres undefined)	-5	.	-16	0	.	-8	-1.6	-4	5	8
Cc1ccc(-c2nc(C)sc2CC(=O)OCC(=O)Nc2cccc([N+](=O)[O-])c2)cc1	-1	23	4	-1	-1	-15	1.3	0	-1	-1
COc1ccc(OC)c(NC(=O)c2oc3c(c2C)C(O)CC(C)(C)C3)c1 (centres undefined)	26	7	11	-18	3	-1	-0.4	-3	-4	4
Cn1cccc1-c1nc2ccc(NC(=O)c3cccs3)cc2[nH]1	39	55	19	14	15	-3	-0.8	22	-1	4
Cc1cc(C)nc(NC(=O)CSc2nnnn2-c2ccccc2)n1	-11	.	35	-1	-2	0	1.9	9	-1	-6
Cc1nc2oc3c(=O)[nH]cnc3c2c2c1COC(C)(C)C2	-21	3	-8	-10	-8	-12	1.2	-3	3	-1
O=C1c2ccccc2C(=O)N1c1ccc(Br)c2cccnc12	9	-3	3	-14	-2	-2	-1.5	-1	-1	0
COC(=O)c1ccc(NC(=S)NC2c3ccccc3CC2O)cc1 (centres undefined)	14	3	.	8	-5	-5	0.0	-1	.	-4
CC1(C)CSC(=NCc2ccccc2)N1C(=O)c1cccc([N+](=O)[O-])c1	7	13	-22	-19	-1	-7	-0.4	-3	8	0
Cc1ccc(CN2C(=O)[C@@H]3Cc4c([nH]c5ccccc45)C(C)(C)N3C2=O)cc1	65	.	-19	15	.	0	-0.9	3	4	16
NC(=O)C1CCN(C(=O)CCSCc2ccccc2)CC1	-10	4	-19	-18	9	9	-1.5	-1	5	2
CCCC(=O)Nc1ccc(NC(=O)Cc2ccccc2)cn1	4	8	4	-10	2	-9	0.0	.	1	0
Cc1cc(Nc2ccccc2C(=O)O)n(-c2cccc(Cl)c2)n1	-5	.	14	-8	1	4	-1.0	-4	-4	-1
Cn1c(SCC(=O)NCC2COc3ccccc3O2)nnc1C(F)(F)F (centres undefined)	-2	0	-22	4	0	6	-1.0	-3	6	-3
OC[C@H]1OC(O)[C@H](O)[C@@H]1O (some centres undefined)	-6	-4	-19	-4	.	8	-0.5	4	5	7
O=C(Cn1cnc2c(OCc3ccccc3)ncnc21)NCCCN1CCCC1=O	-7	5	.	0	.	-1	-0.9	0	.	0

Source: PubChem BioAssay (several laboratories)
